Screening data deposited in PubChem by National Center for Advancing Translational Sciences (NCATS).
GAA glycogen mod: qHTS Assay for Inhibitors and Activators of Human alpha-Glucosidase Cleavage of Glycogen | Lysosomal alpha-glucosidase (Homo sapiens), P10253 | recombinant GAA, glycogen substrate, Amplex Red glucose oxidase fluorescence | Potency, µM (top dose mostly 76.4 µM), without a hit: top-dose activity change, negative = inhibition, usual class: inhibitors | 300,000 tested, 0.38% active; active = well fitted inhibition curve with a large enough effect; inconclusive = small, poorly fitted or top-dose-only effect, or another doubt; inactive = no such curve, though single readings can be large or run the other way;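 also: 0% = full enzyme reaction and -100% = no-enzyme basal signal; the screen sought inhibitors and activators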
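Recombinant human alpha-glucosidase (4 nM final) hydrolysed bovine liver glycogen (30 ug) for 40 min at 37 C in pH 5.0 citrate/phosphate with 0.01% Tween-20. Released glucose detected by glucose oxidase/Amplex Red, Ex 573/Em 610 nm. Compounds up to 77 uM; AC50 from Hill fits.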
The depositor's hits bear a star; ? = inconclusive; & = joins results of further samples; [ ] = another dose, or the depositor's remark. Potency is read from the fitted curve at half-maximal effect. Not all compounds are listed (hit frequency here may not be typical).

SMILES	GAA glycogen mod
Cc1cccc(CSC2=NCCN2S(=O)(=O)c2ccc(F)cc2)c1	-24%[76.3 µM]
CCC(Sc1nc2nccnc2c(=O)n1Cc1ccccc1Cl)C(=O)NC1CCCCC1 (stereo not drawn)	19%[76.3 µM]
Cc1cccc(-c2nc(CN3CCN(C(=O)C4CCCO4)CC3)cs2)c1 (stereo not drawn)	7%[76.3 µM]
COc1ccc(Cc2nnc(Nc3ccccc3)s2)cc1Br	-9%
CCN(CC)c1cc2c(cc1F)c(=O)c(S(=O)(=O)c1ccc(C)cc1)cn2Cc1ccc(F)cc1	-1%[76.3 µM]
Cc1cccc(OCc2nc(CC(=O)Nc3ccc(C)c(C)c3)cs2)c1	-8%[76.3 µM]
COc1ccc(C(=O)N2CCN(CCNC(=O)C(=O)Nc3ccc(F)cc3)CC2)cc1OC	-3%
O=C(O)c1ccc(S(=O)(=O)N2CCN(c3ccccn3)CC2)cc1	6%[76.3 µM]
COc1cc(-c2nc(SCC(=O)Nc3ccc(C)cc3)c(-c3ccc(F)cc3)[nH]2)cc(OC)c1OC	-15%[76.3 µM]
COc1cc(Cl)cc(CN2CCC(CCC(=O)NC3CC3)CC2)c1OC	1%[76.3 µM]
Cc1ccccc1OCc1ccc(-c2nc(C#N)c(NCc3cccnc3)o2)o1	?
CCn1c2ccccc2c2cc(CN3CCN(Cc4ccccc4F)CC3)ccc21	-8%[76.3 µM]
CCN(CC(=O)Nc1c(F)cccc1F)C(=O)C(C)SCc1nc2sc(C)c(C)c2c(=O)[nH]1 (stereo not drawn)	-6%[76.3 µM]
Cn1c(SCc2ccc(F)cc2)nc2ccc(C(=O)NCc3ccc(Cl)cc3)cc21	-26%[76.3 µM]
CC(C)c1ccc(Cc2cn3cc(-c4cc5ccccc5oc4=O)nc3s2)cc1	-8%[76.3 µM]
CCCOc1cccc(-c2cc(C(=O)N/N=C/c3ccccn3)c3ccccc3n2)c1	0%[76.3 µM]
CCn1cc(S(=O)(=O)c2ccccc2)c(=O)c2cc(F)c(N3CCN(c4ccccc4)CC3)cc21	-17%[76.3 µM]
CCCCc1ccc(NC(=O)Nc2cc(C)nn2C)cc1	5%
O=C(NCCC(NS(=O)(=O)OCC(Cl)(Cl)Cl)c1ccccc1)C(F)(F)F (stereo not drawn)	13%[76.3 µM]
CCCCc1ccc(NC(=O)CSc2nc3ccccc3nc2N2CCOCC2)cc1	8%[76.3 µM]
O=C(O)/C(=C\c1ccc(-c2ccccc2[N+](=O)[O-])o1)c1ccccc1	-9%[76.3 µM]
COc1cccc(C(=O)Oc2ccc(/C=N/Nc3ccc(C(=O)O)cc3)cc2OC)c1	?
CCN(Cc1ccccc1)C(=O)Nc1ccc2c(c1)N(C)C(=O)c1ccccc1S2	7%[76.3 µM]
COC(=O)C1=C(c2ccccc2)c2ccccc2S(=O)(=O)N1CC(=O)Nc1cc(C)ccc1C	7%[76.3 µM]
Cc1cccc(Nc2ncnc3onc(-c4ccc(F)cc4)c23)c1C	9%[76.3 µM]
CCCCN1CCc2c(c3ccccc3n2Cc2ccccc2)C1	-5%
CCCC1=Nc2cc(C(=O)N3CCC(C(N)=O)CC3)ccc2Sc2ccccc21	2%[76.3 µM]
CCc1cccc(CC)c1NC(=O)Cc1csc(C)n1	-11%[76.3 µM]
CCC(=O)N1CCc2cc(S(=O)(=O)NCCC(=O)N3CCN(c4cccc(OC)c4)CC3)ccc21	2%[76.3 µM]
O=C1CN(C(=O)/C=C/c2ccc(Br)cc2)CCN1	3%
O=C1CCCCN1CCC(=O)N1CCCC(N2CCN(c3cccc(Cl)c3)CC2)C1 (stereo not drawn)	-5%[76.3 µM]
COc1ccc(C(=O)NC(=S)N2CCOCC2)cc1[N+](=O)[O-]	-1%[76.3 µM]
Cc1ccc(C)c(NC(=O)/C(C#N)=C/c2ccc(C(C)C)cc2)c1	6%[76.3 µM]
O=C(c1cccc([N+](=O)[O-])c1)N1CCN(CCc2ccncc2)CC1	-5%[76.3 µM]
COc1cc(CC(=O)OCC(=O)N2CCCCC2)cc(OC)c1OC	8%
Cc1sc(NC(=O)C2c3ccccc3Oc3ccccc32)c(C(=O)OC(C)C)c1C	-2%[76.3 µM]
Cc1nc2c(C(=O)NCCc3ccccc3)c[nH]n2c(=O)c1Cc1ccccc1F	-11%[76.3 µM]
COC(=O)c1ccc(COc2ccc(CNCc3ccc(Cl)cc3)cc2)cc1	2%
Cc1cc(C(F)F)nn1CC(=O)NC1CCCCCC1	-3%[76.3 µM]
CCc1ccc(S(=O)(=O)c2nnn3c2nc(NCCC(C)C)c2cc(Cl)ccc23)cc1	8%[76.3 µM]
N#Cc1ccc(CSc2nc3c(c(=O)[nH]2)CCC3)cc1	-3%[76.3 µM]
O=C(Nc1ccc2ncccc2c1)c1ccccc1Br	-5%[76.3 µM]
Cc1nc2nc[nH]n2c(=O)c1CCC(=O)Nc1ccc(F)cc1	3%[76.3 µM]
O=c1[nH]c(C2CCN(S(=O)(=O)/C=C/c3ccccc3)CC2)nc2c1nnn2Cc1ccc(F)cc1	8%
O=C(CCC(=O)N1CCOc2ccc(Cl)cc21)NCc1ccccc1	0%[76.3 µM]
COc1ccc(/C=C2\SC(=S)N(CCC(=O)Nc3ccccc3C(=O)O)C2=O)cc1	1%
CC(C)(C)Cc1nnc(NC(=O)c2ccc3c(c2)OCO3)s1	0%
O=C(O)CSCC(=O)N1CCN(c2ncnc3scc(-c4ccccc4)c23)CC1	0%
COc1ccccc1C1C(C(N)=O)=C(C)Nc2nc(SCc3ccccc3F)nn21 (stereo not drawn)	-1%[76.3 µM]
COc1cc(OC)cc(C(=O)Nc2cc(-c3nc4ccccc4s3)ccc2OC)c1	7%[76.3 µM]
Further entries follow.
SMILES	GAA glycogen mod
Cc1ccc(C(=O)NCCCNC(=O)Cc2ccccc2)cn1	1%
COc1cc(SC)ccc1C(=O)Nc1ccc2c(c1)CCC2	0%
O=C(N/C(=C/c1cccs1)C(=O)N1CCCC1)c1ccccc1	3%
Cc1c(CNC2CCCCC2)c(C(=O)O)c(C)n1Cc1ccccc1F	7%[76.3 µM]
O=C(CSc1n[nH]c(-c2ccccc2O)n1)NC1CCCCC1	-3%
CCc1cccc(NC(=O)Cn2c(C(=O)OC)cc3sc(Cl)cc32)c1	-1%[76.3 µM]
CCc1ccc(CN(C)C(=O)c2cc(COc3cccc4cnccc34)on2)cc1	5%[76.3 µM]
COc1cccc(N2CCN(c3nc(C)cc(=O)[nH]3)CC2)c1	0%[76.3 µM]
COc1ccccc1CNC(=O)c1[nH]c(C)c(C(C)=O)c1C	-2%
CCOC(=O)N1CCN(C(=O)Cc2ccccc2[N+](=O)[O-])CC1	-3%[76.3 µM]
O=C1/C(=C/c2ccccc2F)SC(=S)N1CC(=O)N1CCCCC1c1cccnc1 (stereo not drawn)	-8%[76.3 µM]
Cc1ccc2[nH]c(=O)c3cc(C(=O)NC4CCC(C)CC4)sc3c2c1 (stereo not drawn)	15%[76.3 µM]
CC(NC(=O)c1ccc2c(c1)N(Cc1ccc(Cl)cc1)C(=O)c1ccccc1S2=O)c1ccccc1 (stereo not drawn)	-9%[76.3 µM]
COc1ccc(N2C(=O)CC(N3CCN(c4ccccc4)CC3)C2=O)cc1 (stereo not drawn)	5%[76.3 µM]
CC(C)Cc1nnc(NS(=O)(=O)c2ccc([N+](=O)[O-])cc2)s1	11%[76.3 µM]
Cc1ccc(CC(=O)NCc2nc(-c3ccccc3)no2)cc1	15%[76.3 µM]
COc1ccc(CNc2nc(=S)[nH]c3cc(OC)c(OC)cc23)cc1	-14%
C/C(=N\Nc1ccc(C(=O)O)cc1)c1ccc(Cl)s1	?
Cc1cc(NC(=O)c2ccc(Cl)cc2)cc(C)c1OCC(=O)N1CCOCC1	0%[76.3 µM]
COC(=O)c1c(C)oc2ccc(N(C(=O)c3ccncc3)S(=O)(=O)c3cc(C)c(C)cc3C)cc12	-9%[76.3 µM]
CN1C(=O)N(C)c2ccc(Br)c3cccc1c23	-5%
COCC(=O)N1c2nc(C(C)C)nn2C2(CCCCC2)[C@@H]2CCCC[C@@H]21	-4%[76.3 µM]
CCOC(=O)c1sc2ncn(CC(=O)Nc3ccc(C)cc3Br)c(=O)c2c1C	16%[76.3 µM]
CCOC(=O)N1CCN(c2nc3c(C)cccn3c(=O)c2C=O)CC1	4%
Cc1c(O)nc(SCC(=O)Nc2ccc(Cl)cc2Cl)n(-c2ccc(F)cc2)c1=O	10%[76.3 µM]
CC(=O)c1ccc(S(=O)(=O)N2CCC(c3nc4ccccc4[nH]3)CC2)cc1	1%[76.3 µM]
Cn1c(=O)c2sccc2n2c(CCCC(=O)Nc3ccc(F)cc3F)nnc12	5%
Cc1c(C)n(CCc2ccccc2)c2ncnc(NCCCO)c12	-17%
CCn1c(=O)n(CC)c2cc(NC(=O)CSc3ccc([N+](=O)[O-])cn3)ccc21	10%[76.3 µM]
CCN(CC)S(=O)(=O)c1ccc(NC(=O)[C@H](CSCc2ccccc2)N2Cc3ccccc3C2=O)cc1	-10%[76.3 µM]
COCCNC(=O)CN1N=C(c2ccc(OC)cc2)CCC1=O	-3%
O=C(Nc1cccc(/C=C/c2ccccn2)c1)c1cc(Cl)ccn1	-4%
CCN(Cc1ccccc1)C(=O)COc1ccccc1	2%[76.3 µM]
CC(C)(C)NC(=O)CSc1nc(Cc2ccccc2)nc2ccccc12	-1%[76.3 µM]
COc1ccc(OC)c(N(CC(=O)NCc2ccccc2)S(=O)(=O)c2ccccc2)c1	-14%[76.3 µM]
Cc1cc(C)c2c(n1)SCC(=O)N2CC(=O)Nc1ccc(C)c(C)c1	13%&-10%[76.3 µM]
CCCn1nnnc1NCc1ccc(CC)cc1	11%[76.3 µM]
CCOC(=O)c1c(C)oc2ccc(N(C(=O)Oc3ccccc3)S(=O)(=O)c3ccc(CC)cc3)cc12	9%[76.3 µM]
Cc1ccc(NC(=O)Cn2c(=O)n(CCCCC(=O)NCCc3ccccc3)c(=O)c3ccccc32)c(C)c1	-4%[76.3 µM]
CC(C)COc1ccc(C(=O)N2CCCCC2CCN2CCOCC2)cc1 (stereo not drawn)	3%[76.3 µM]
Cc1c(C(=O)N2CCCc3ccccc32)oc2ccccc12	1%
O=C(C1CCC(=O)N(C2CC2)C1)N1CCC(Oc2cccc(C(F)(F)F)c2)CC1 (stereo not drawn)	-17%[76.3 µM]
O=C(O)CNC(=O)c1ccc(NC(=O)/C(=C/c2ccccc2)NC(=O)c2ccco2)cc1	1%[76.3 µM]
CCOc1ccc(S(=O)(=O)N(CC)CC)cc1NC(=O)c1ccc(N2CCCC2=O)cc1	3%[76.3 µM]
COc1ccc(C(=O)C2CCCN(C(=O)c3cc(C)on3)C2)cc1F (stereo not drawn)	1%[76.3 µM]
COc1ccc(N(CC(=O)N2CCN(Cc3ccccc3)CC2)S(C)(=O)=O)c(OC)c1	1%[76.3 µM]
COc1ccc(S(=O)(=O)N(Cc2ccccc2)c2ccccc2C(=O)O)cc1	18%[76.3 µM]
COc1cccc(C(=O)Nc2cc(C(=O)NCc3ccc(C)cc3)ccc2N2CCC3(CC2)CC(c2ccccc2)=NO3)c1	-2%[76.3 µM]
Cc1ccc(Sc2ccc(N3CCCC(C(=O)Nc4ccc(Br)cc4)C3)nn2)cc1 (stereo not drawn)	7%[76.3 µM]
CC(NC(=O)CCNS(=O)(=O)c1cccc2nsnc12)c1ccccc1 (stereo not drawn)	-7%
(cont.)
SMILES	GAA glycogen mod
COc1ccc(CCNC(=O)CC2(CC3=NS(=O)(=O)c4ccccc4N3)CCCC2)cc1OC	-3%[76.3 µM]
COc1ccccc1N1CC(C(=O)Nc2nnc(SC)s2)CC1=O (stereo not drawn)	2%[76.3 µM]
Cc1ccc(C)c(S(=O)(=O)N2CCCOC2CNC(=O)C(=O)NC2CCCC2)c1 (stereo not drawn)	-3%[76.3 µM]
COc1cc(C2CC(=O)N(Cc3ccc(F)cc3)c3ccccc3S2)cc(OC)c1OC (stereo not drawn)	4%[76.3 µM]
COc1ccc(-c2csc(NC(=O)c3cccc(N4C(=O)CCC4=O)c3)n2)cc1C	-6%[76.3 µM]
COc1cccc(C(=O)NCC(=O)NCc2cc(=O)n(C)c(=O)n2C)c1OC	-5%[76.3 µM]
CCN(CC)c1ccc(/C=N/n2c(C)nc3ccccc3c2=O)cc1	0%
COc1ccc(-n2nc3c(c2NC(=O)C(C)Oc2ccccc2)CS(=O)(=O)C3)cc1 (stereo not drawn)	2%[76.3 µM]
O=c1cc(COc2ccc(Cl)cc2Cl)nc2scc(-c3ccccc3)n12	-8%[76.3 µM]
COc1ccc([C@]23Cc4cc(C#N)ccc4[C@H](O2)c2c(cc(C)n(Cc4ccccc4)c2=O)O3)cc1	13%[15.3 µM]
Cc1ccccc1C(=O)NCCNC(=O)c1cnccn1	2%
